Screens (PubChem BioAssay)
GPR119 activation = off-target GPR119 activation – cell-based, PathHunter beta-arrestin, luminescence, set 2, counter-screen for GPR151 activator project, confirmation (AID 1508607); GPR119 PathHunter beta-arrestin cells, luminescence, 90 min; active compounds read high; activation, % at 11.2 µM; 2,300 compounds, 0.9% hits;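 active = mean percent activation across replicates above the counterscreen hit cutoff of 9.17%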;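 also: 0% = median of sample wells and 100% = wells given EA reagent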
GPR151 beta-arrestin = GPR151 activators, triplicate retest, confirmation, cell-based, PathHunter beta-arrestin, luminescence, set 2 (AID 1508608); GPR151 PathHunter beta-arrestin cells, luminescence, 90 min; active compounds read high; 100% = signal from added EA reagent; activation, % at 11.2 µM; 2,300 compounds, 0.9% hits;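 active = mean activation across replicates above 26.72%, the hit cutoff set for this confirmation screen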;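 also: 0% = plate median of compound wells and 100% = EA reagent high control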
* hit, by the source's call.

SMILES	GPR119 activation	GPR151 beta-arrestin
COCCNC(=S)Nc1cccc(F)c1	-1.2	-1.6
CC(=O)N1CCC(N(CCCN2CCOCC2)C(=S)Nc2ccc(C)cc2)CC1	-1.3	3.1
N#Cc1c(-c2ccncc2)c2c([nH]c1=S)CCC2	0.8	13.5
CC1=C(C(=O)OCCc2ccccc2)C(c2ccsc2)C2=C(CCCC2=O)N1 (stereo unspecified)	-0.2	-2.5
CCOC(=O)c1cnc2c(OC)cccc2c1NC1CCCCCC1	0.2	18.4
Clc1ccc(-n2ncc3c(NCc4ccco4)ncnc32)cc1	5.0	3.5
CCOc1ccc(NC(=O)c2cc3cc(OC)ccc3oc2=O)cc1	1.6	5.6
O=C1[C@H]2[C@H]3[C@H](O)[C@H](O)C/C(=N\OCc4ccccc4)[C@H]3CC[C@H]2C(=O)N1C1CCCCC1	-1.7	3.6
CCOC(=O)CC(=O)c1cc(C(C)=O)c(Nc2ccccc2)s1	2.3	0.8
Nc1cc(N)nc(SCC(=O)Nc2nonc2N)n1	2.3	1.1
NS(=O)(=O)c1ccc(Nc2nc(-c3ccccc3)c(CC(=O)O)s2)cc1	-0.7	-1.2
Cc1ccc(CN(Cc2ccccn2)C(=S)Nc2cccc(C)c2)cc1	3.6	4.8
Cc1ccc(CNCc2c(C(=O)O)c(C)n(Cc3ccc(C)cc3)c2C)cc1	-1.6	2.7
CC1CC(C)(C)NC(=S)N1CCCC(=O)Nc1ccc(Br)cc1 (stereo unspecified)	3.5	-4.5
COC(=O)c1nnn(CC(=O)Nc2ccc(C(C)C)cc2)c1C(=O)OC	-0.3	1.9
Cc1cc(C)cc(NC(=O)CN(C)S(=O)(=O)c2ccc3c(c2)C(C)(C)C(=O)N3C)c1	2.6	2.5
CCc1ccc(/C=N/NC(=O)c2cc(-c3ccco3)[nH]n2)cc1	-0.7	2.2
CCOC(=O)CC(NS(=O)(=O)c1cc(Cl)ccc1OC)c1ccc(OC)cc1 (stereo unspecified)	1.8	-0.3
Cc1cccc(N(CCCN2C(=O)c3cccc4cccc(c34)C2=O)C(=O)c2cccs2)c1	-2.3	2.6
O=C(c1cn[nH]c1-c1ccc([N+](=O)[O-])cc1)N1CCN(C2CCCCC2)CC1	1.2	1.8
O=C(CSc1ccc2nnc(-c3ccncc3)n2n1)Nc1ccc(C(F)(F)F)cc1	-0.4	5.7
O=C(c1ccc2c(c1)C(=O)N(CCCO)C2=O)c1ccc2c(c1)C(=O)N(CCCO)C2=O	0.6	-5.9
Cc1cc(C)cc(NC(=O)C(CC(C)C)NS(=O)(=O)c2ccc3c(c2)oc(=O)n3C)c1 (stereo unspecified)	-4.3	-4.8
N#CCC(=O)N/N=C/c1cccc(Oc2ccccc2)c1	-2.3	-3.2
O=C1NC(=O)C(=Cc2ccc(-c3ccc(O)c([N+](=O)[O-])c3)o2)C(=O)N1	-4.6	-2.5
CCOC(=O)C1=C(C)N=c2s/c(=C\c3ccc(-c4cccc(Cl)c4)o3)c(=O)n2C1c1ccccc1Cl (stereo unspecified)	-2.5	1.3
Cc1ccc(-c2nc3ccccc3c(=O)n2Cc2ccc(Cl)cc2)cc1	1.0	0.4
CSc1nc2sccn2c(=O)c1C(=O)NCc1ccccc1Oc1ccccc1	-1.1	-7.4
Cc1sc(NC(=O)c2cc3ccccc3oc2=O)nc1-c1ccc(Br)cc1	-2.1	-0.1
Cc1cc2c(cc1S(=O)(=O)N1CCN(C3CCCCC3)CC1)OCC(=O)N2	-1.1	-3.5
Cc1ccccc1-c1nnc2sc(NC(=O)c3cccs3)nn12	0.0	2.5
c1ccc(Oc2nc(NC3CC3)c3ncn(-c4ccsc4)c3n2)cc1	10.5*	38.7*
CC(C)(C)c1ccc(C2CC(=O)C(C=NCCN3CCN(C(=O)Nc4ccccc4)CC3)=C(O)C2)cc1 (stereo unspecified)	0.9	-6.3
COC(=O)C1(C)NC(=O)c2ccccc2N1 (stereo unspecified)	3.8	1.9
Cc1nc2c(c(C)c1CCC(=O)NCC(N)=O)c(=O)n(C)c(=O)n2C	-0.3	-0.4
CCOc1ccc(NC(=O)CN2CCN(CC(=O)Nc3ccc(N(C)C)cc3)CC2)cc1	-1.1	-2.9

With a hit mark in GPR151 beta-arrestin, among the entries above:
structure,GPR151 beta-arrestin
c1ccc(Oc2nc(NC3CC3)c3ncn(-c4ccsc4)c3n2)cc1,38.7*

(more compounds)
SMILES	GPR119 activation	GPR151 beta-arrestin
OCCC1CN(Cc2ccc3cc(F)ccc3n2)CCN1C1CCCC1 (stereo unspecified)	0.4	0.8
Nc1nc2n(n1)C(c1ccccc1Cl)CC(c1ccc(F)cc1)N2 (stereo unspecified)	5.6	7.6
CCC(C(=O)OC)n1cnc2c(nnn2Cc2ccccc2F)c1=O (stereo unspecified)	-1.3	2.6
O=C(Cc1ccc(Cl)cc1Cl)N1CCC[C@H]1[C@H](O)c1nccs1	1.5	-0.9
CCc1nc2nc(C)cc(Nc3ccc(OC)cc3OC)n2n1	-3.5	0.5
Cc1cccc(-n2nc([N+](=O)[O-])c(=NCCCO)n2O)c1	1.2	0.6
O=c1oc2ccccc2c(O)c1C(=S)Nc1ccccc1	0.6	-2.5
Cc1nc2ccccc2c(=O)n1NCc1ccccc1Br	-0.6	5.2
O=C(CSC1=NC(=O)C(c2ccccc2)C(=O)N1)c1ccccc1 (stereo unspecified)	-3.7	0.0
COc1cc(CNCCCN2CCOCC2)ccc1OCC(=O)NC(C)(C)C	-1.8	-0.7
Cc1sc2ncn(Cc3ccc(Br)cc3)c(=O)c2c1C	-1.1	-6.4
Cc1ccc(NC(=O)c2cc(-c3ccccc3)nc3ccccc23)cc1	2.9	6.6
CCOc1cccc2cc3c(=O)n(-c4cccc([N+](=O)[O-])c4)nc-3oc12	-1.6	2.5
COc1ccc(C(=O)Nc2cc(C(=O)NCC(C)C)ccc2N2CC3CC(C2)c2cccc(=O)n2C3)cc1 (stereo unspecified)	1.8	1.2
O=C(N/N=C/c1ccncc1)c1ccncc1	-1.7	-3.8
O=C(NCC1CCCO1)c1ccc2c(c1)ncn2-c1ccc(OCc2ccccc2)cc1 (stereo unspecified)	5.1	-0.3
O=C(C1CCCN1S(=O)(=O)c1ccc(Cl)cc1)N1CCOCC1 (stereo unspecified)	2.3	4.2
Clc1ccccc1C1SCC2=Nc3ccccc3CN21 (stereo unspecified)	-1.1	1.3
COc1ccc2nc(N3CCCC(C(=O)NCCCOC(C)C)C3)sc2c1 (stereo unspecified)	0.7	-1.4
Fc1cc2nc(-c3ccc(Cl)cc3)c(-c3ccc(Cl)cc3)nc2cc1Cl	0.7	-1.9
Cc1c(Cc2ccccc2)c(=O)oc2c(C)c(OC/C(=N/O)c3ccccc3)ccc12	2.0	4.0
CCC(C)OC(=O)C1=C(C)NC(=O)NC1c1cc(Br)ccc1OC (stereo unspecified)	1.9	0.2
Cc1ccn2c(-c3csc(Nc4ccccc4)n3)c(C)nc2c1	-1.9	-0.3
O=C1c2ccccc2C(=O)N1CCSc1ncnc2c1cnn2-c1ccccc1	1.4	6.9
C#CCn1cnc2c(nnn2-c2ccc(OC)c(OC)c2)c1=O	-3.8	-3.3
COc1ccc(S(=O)(=O)NC(N)=NCCc2ccccc2OC)cc1	-2.4	0.6
O=C(O)CC12CC3CC(C1)CC(n1ncc(NCC4CCCO4)c(Cl)c1=O)(C3)C2 (stereo unspecified)	0.0	3.4
CC(=O)c1c(C)[nH]c(C(=O)N2CCN(c3ncccn3)CC2)c1C	-3.1	2.0
CC(C)NC[C@H](O)COc1cccc2ccccc12	-2.8	-2.8
O=C(N/N=C/c1ccccc1O)c1cc(-c2cccc([N+](=O)[O-])c2)n[nH]1	0.3	0.3
Cc1cccc(C2c3[nH]c4ccccc4c3CCN2C(=O)CCN2CCCCO2)n1 (stereo unspecified)	3.7	2.2
CC1CCC(NC(=O)C2=CCN(S(=O)(=O)c3ccc(Br)cc3)CC2)CC1 (stereo unspecified)	-1.1	2.9
Cc1ccc(SCCNC(=O)CN(c2ccc3c(c2)OCO3)S(C)(=O)=O)cc1	1.1	-6.3
Cc1ccc(S(=O)(=O)N2CCCC2CNC(=O)C(=O)Nc2cc(C)cc(C)c2)cc1 (stereo unspecified)	-3.5	6.2
CCOC(=O)N1CCN(S(=O)(=O)c2ccc(C(=O)Nc3sc4c(c3C(N)=O)CC(C)(C)NC4(C)C)cc2)CC1	-3.4	-1.1
COC(=O)c1ccc(CN2CCN(Cc3ccc(OC)c(C)c3)C(CCO)C2)cc1 (stereo unspecified)	4.0	7.7

Of the compounds above, these contain a nitro group on carbon.
SMILES	GPR119 activation	GPR151 beta-arrestin
O=C(c1cn[nH]c1-c1ccc([N+](=O)[O-])cc1)N1CCN(C2CCCCC2)CC1	1.2	1.8
O=C1NC(=O)C(=Cc2ccc(-c3ccc(O)c([N+](=O)[O-])c3)o2)C(=O)N1	-4.6	-2.5
Cc1cccc(-n2nc([N+](=O)[O-])c(=NCCCO)n2O)c1	1.2	0.6
CCOc1cccc2cc3c(=O)n(-c4cccc([N+](=O)[O-])c4)nc-3oc12	-1.6	2.5
O=C(N/N=C/c1ccccc1O)c1cc(-c2cccc([N+](=O)[O-])c2)n[nH]1	0.3	0.3

Continued.
SMILES	GPR119 activation	GPR151 beta-arrestin
O=[N+]([O-])c1c(Cl)cc(O)c2c1C1C=CCC1C(c1ccc(Cl)cc1Cl)N2 (stereo unspecified)	5.3	-0.7
CC(C)CCN1C(=O)C(C)(C)COc2cc(NC(=O)c3ccc4c(c3)OCO4)ccc21	-2.0	-3.7
CC(C)CNC(=O)c1ccc(N2CC3CC(C2)c2cccc(=O)n2C3)c(NC(=O)c2cccs2)c1 (stereo unspecified)	5.4	3.8
CCN1CCN(C(=O)c2oc(=O)c3ccccc3c2-c2ccc(C)cc2)CC1	-1.0	-3.5
COc1ccc(CNC(=O)CCCC(=O)Nc2cc(C)on2)cc1	0.5	-4.2
CN1CCN(C(=O)c2cn(C)c3ccc(S(=O)(=O)N(C)C)cc3c2=O)CC1	-1.2	3.4
C#CCOc1c(Br)cc(C=O)cc1OC	4.2	-0.4
CCCCN(C)CCCN(Cc1cccs1)C(=S)Nc1c(C)cccc1CC	-2.5	-1.0
O=c1cc(N2CCCCCC2)[nH]c(=O)n1-c1ccc(Cl)cc1	0.7	0.9
O=C(NCCSCc1ccccc1)c1ccc[nH]c1=S	2.5	-0.3
CCOC(=O)c1c(NC(=O)c2cnn3cccnc23)sc2c1CCCC2	4.2	-0.4
CCOC(=O)COc1ccc(/C=C/C(C)=O)cc1	0.2	-3.6
COc1cc(/C=C2/C(=N)N3OC(C)=CC3=NC2=O)ccc1OC(=O)c1cccs1	2.4	2.8
Cc1cc(Br)ccc1NC(=O)CN1C(=S)NC(C)(C)CC1C (stereo unspecified)	2.6	-2.2
CCOC(=O)c1ccc(NC(=O)c2c(-c3ccccc3)noc2C)cc1	1.5	-2.6
COc1ccc(OC)c(S(=O)(=O)NCC2CCCO2)c1 (stereo unspecified)	-0.3	-0.5
O=C(O)CCCN=C1CCc2ccccc2N1	-2.7	10.4
COC(=O)c1ccc2c(c1)C(=O)/C(=C/c1ccc(SC)cc1)O2	-1.9	-2.2
CCN(CC)c1nc(SC)nc(Cl)c1Cc1ccc(OC(C)C)cc1	1.9	9.3
COc1ccc(-n2ncc3c(NCc4ccccc4)ncnc32)cc1	-0.2	-0.6
Cc1nc2sc(C(c3cccc(Cl)c3)N3CCC(O)CC3)c(O)n2n1 (stereo unspecified)	2.4	-1.5
COc1cccc(/C=N/N(C)S(=O)(=O)c2ccc(C)cc2)c1	-2.5	1.3
CC(=O)NC(=O)c1cc2c(ccc3ccccc32)oc1=Nc1ccc(C#N)cc1	2.2	2.3
O=C(Nc1ccc2oc(-c3cccnc3)nc2c1)c1ccc(Cl)c([N+](=O)[O-])c1	7.7	-1.3
O=C1c2ccc([N+](=O)[O-])cc2C(=O)N1CCc1nc2ccccc2c(=O)o1	-0.3	2.2
Fc1ccc(-c2cn3nc(-c4ccc(F)cc4)c(-c4ccc(F)cc4)nc3n2)cc1	0.7	5.1
Cc1ccccc1C(=O)N(c1ccc(F)cc1)C1C=CS(=O)(=O)C1 (stereo unspecified)	-1.8	-2.9
COc1ccc(C)cc1Nc1nc(C)[nH]c1[N+](=O)[O-]	-1.6	-6.6
Cc1ccccc1OCC(=O)Nc1ccc(N2C(=O)c3ccc([N+](=O)[O-])cc3C2=O)cc1	-0.5	6.8
Nc1ccc(C(=O)OCCCc2nc3cc4ccccc4cc3[nH]2)cc1	0.6	-5.5
O=C(Cn1cccc1)N1CCN(c2ccccc2)CC1	-1.4	2.6
CCOC(=O)c1cc(S(=O)(=O)N2CCN(c3ccccc3F)CC2)cn1C	-0.8	7.5
CCOC(=O)c1cc2c(=O)n3ccccc3nc2n(C2CCCCC2)c1=NC(=O)c1ccc(Cl)cc1	6.6	1.4
COc1ccc(C2C(C(=O)OCCc3ccccc3)=C(C)NC3=C2C(=O)CCC3)cc1O (stereo unspecified)	3.2	1.7
COc1cc(OC)cc(-n2c(CN3CCOCC3)nc3ccc([N+](=O)[O-])cc3c2=O)c1	3.9	4.2
CCOc1ccc(C(=O)Nc2cccc(-c3cc4ccccc4oc3=O)c2)cc1Cl	5.9	0.7

Whole records, quoted from the list.
CCCCN(C)CCCN(Cc1cccs1)C(=S)Nc1c(C)cccc1CC in the list: GPR119 activation: -2.5; GPR151 beta-arrestin: -1.0
Cc1nc2c(c(C)c1CCC(=O)NCC(N)=O)c(=O)n(C)c(=O)n2C in the list: GPR119 activation: -0.3; GPR151 beta-arrestin: -0.4

Next section.
SMILES	GPR119 activation	GPR151 beta-arrestin
CCOC(=O)c1nn(-c2ccc(OC)cc2OC)c(=O)c2ccccc12	-0.8	4.0
CCc1ccccc1NC(=O)Cn1nnc(C(=O)OC)c1C(=O)OC	3.2	5.8
O=C(O)c1[nH]c2ccccc2c1CNC1CCCC1	-1.8	1.1
O=C(c1ccc[nH]c1=S)N1CCC(Cc2ccccc2)CC1	2.6	-3.3
CC(=O)NS(=O)(=O)c1ccc(Nc2c([N+](=O)[O-])cncc2[N+](=O)[O-])cc1	-2.1	1.0
C=CCNc1nnc(-c2cc3c(CO)cnc(C)c3oc2=O)s1	-2.7	-8.5

An excerpt, so the mix of outcomes need not match the whole.
